From PubChem BioAssay
PglD DTNB: C. jejuni PglD acetyltransferase inhibitors, primary screen, biochemical, DTNB colorimetric, single point; inhibition, % at 12.5 µM; UDP-N-acetylbacillosamine N-acetyltransferase PglD (Campylobacter jejuni); actives 0.098% (n = 360,000); AID 602405, 2012; purified PglD enzyme, DTNB colorimetric CoA detection; in the data active = inhibition above about 16%, passing the limit was not always enough; inconclusive = no clear call, values can overlap the other calls; note: strong numbers were not always called active
C2C12 statin: suppressors of statin myotoxicity in C2C12 myotubes, primary screen, cell-based, single point, plate reader. C2C12 myotubes + simvastatin, ATP luminescence, 48 h; scaled: DMSO 0, geranylgeraniol control 100. rescue of ATP level, % at 7.49 µM. actives 0.78% (n = 330,000). AID 602340, 2012;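 active = mean ATP rescue above about 67%, or every replicate alone reaching that limit, limit read from the data, passing the limit was not always enough; inconclusive = no clear call, values can overlap the other calls; inactive = mean under the limit and some replicate under it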;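 note: myotubes were challenged with 10 µM simvastatin during compound exposure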
ARNT TACC3 PPI: disruptors of ARNT/TACC3 protein interaction, primary screen, biochemical, AlphaScreen, single concentration; Transforming acidic coiled-coil-containing protein 3 (Homo sapiens), Q9Y6A5; AlphaScreen His-ARNT PAS-B/GST-TACC3 binding, luminescence; TACC3 fragment carries E629A point mutation; inhibition, % at 9.99 µM; actives 0.66% (n = 390,000);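 active = mean inhibition of replicates at least 50% and at least half of replicates each reaching 50%; inconclusive = half or more replicates reach 50% but mean below 50%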;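 note: 0% = complete ARNT plus TACC3 wells and 100% = ARNT alone without TACC3; many hits fall short of the cut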
PAX8 reporter: inhibitors of PAX8-driven TPO luciferase reporter, primary screen, RMG-I cells, single concentration | SteadyGlo, 24 h | inhibition, % at 12.6 µM | actives 1.2% (n = 360,000);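 active = mean replicate inhibition at least 60% with every replicate also reaching 60%; inconclusive = only one of the two criteria is met; inactive = mean below 60% and not all replicates reaching 60%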;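 note: luciferase light reporting Pax8 driven TPO promoter activity; plate controls were median of neutral control wells for no effect and mitoxantrone controls for full effect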
Cneo AK release: Cryptococcus neoformans cell lysis inducers, primary screen, AK release luminescence, single concentration. C. neoformans lysis, adenylate kinase release luminescence, 4 h; normalised: neutral wells 0, clomiphene wells 100. lysis activity, % at 15 µM. actives 0.2% (n = 360,000);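 active = mean lysis activity across replicates of at least 80%, whatever share of replicates individually reach that level; inactive = mean lysis activity below 80%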
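Test system: log-phase Cryptococcus neoformans yeast cells. Input: 5 × 10^6 yeast cells/mL. Medium: fresh YPD growth medium. Doses: single dose. Incubation: static 4 h at 37 °C with compound, 1 h detection. Measured by: luminescent adenylate kinase detection reagent. Read-out: signal increase indicating cell lysis. Benchmarks: Clomiphene.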
GSIS activator: GLuc luminescence reporter in INS-1E cells, primary screen for activators of glucose-dependent secretion of insulin. INS-1E GLuc reporter insulin secretion, 2-3 h. activation, % at 16.6 µM. actives 0.61% (n = 370,000);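 active = lowest replicate activation of at least 40%, so every replicate reaches that level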;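 note: 0% = median of neutral control wells and 100% = median of IBMX positive control wells; some compounds called inactive have numbers as strong as hits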
LGR2 antag: inhibitors of bursicon-induced LGR2 CRE-luciferase signal, primary screen, cell-based, HEK293, CRE-luciferase reporter, bursicon stimulation | Drosophila bursicon receptor LGR2 (rickets) | bursicon-stimulated, 4 h | inhibition, % at 9.99 µM | actives 0.35% (n = 380,000) | AID 720647, 2013;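 active = drop in luminescence signal, shown as inhibition above about 50% in the replicate tests, limit read from the data, passing the limit was not always enough; inconclusive = probably only some replicates passing the limit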;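 note: agonist challenge used bursicon conditioned medium at about half maximal strength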
PGC1a acetyl inh: inhibitors of PGC1a acetylation signal, primary screen, cell-based, U2OS, AlphaScreen, inhibitor mode | inhibition, % at 15.6 µM | actives 0.17% (n = 350,000) | AID 651687, 2012 | AlphaScreen anti-acetyl-lysine; with virally co-expressed GCN5 acetyltransferase;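 active = every replicate shows inhibition of at least 40%; inconclusive = mean inhibition at least 40% but some replicate below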;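 note: 0% = neutral control wells and 100% = positive control wells; some results beyond the cut were filed as inactive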
Numbers without * were called inactive; ? = inconclusive; / = no result given.

SMILES	PglD DTNB	C2C12 statin	ARNT TACC3 PPI	PAX8 reporter	Cneo AK release	GSIS activator	LGR2 antag	PGC1a acetyl inh
C=CC[C@H](CC(=O)N(CCO)Cc1ccccc1)C(=O)N[C@H](COC(=O)[C@@H](CC=C)Cc1ccc(F)cc1)C(C)(C)C	-10	27	-6	-1	2	-25	15	8
O=S(=O)(NCC(c1ccco1)N1CCCCC1)c1cccc(C(F)(F)F)c1 (stereo not given)	-5	-5	-3	-8	1	/	9	-17
O=C(Nc1ccc2c(c1)[C@H]1C[C@@H](CC(=O)N3CCOCC3)O[C@H](CO)[C@H]1O2)C1CCOCC1	-3	4	-5	-5	-4	4	-22	1
CCOC(=O)c1c(C)[nH]c(C(=O)N2CCC(C(=O)OCC)CC2)c1C	-4	/	-1	3	-1	-7	-9	-13
CCNC(=O)C[C@H]1CC[C@@H]2[C@@H](COc3ccc(NC(=O)NC(C)C)cc3C(=O)N2C)O1	3	8	3	-9	-3	-5	-2	0
O=c1ccc(N=Nc2ccccc2)ccc1O	-3	-14	/	5	-9	-28	-17	2
O=C(Cc1ccc(Cl)cc1)NNC(=O)c1ccco1	1	-6	-7	-6	4	-9	-21	/
Cc1ccc(CCC(=O)Nc2ccc(S(N)(=O)=O)cc2)o1	1	/	-2	/	-1	/	/	21
CC(C)NC(=O)N[C@H]1C=C[C@H](CC(=O)N2CCCCC2)O[C@@H]1CO	0	-3	36	-10	-1	0	-7	2
Cc1ccc(C)c(NC2=C(Cl)C(=O)OC2OC(C)C)c1 (stereo not given)	/	/	-4	2	/	8	20	/
CC(C)NC(=O)N(C)C[C@H]1Oc2ccc(NS(=O)(=O)c3cn(C)cn3)cc2CC(=O)N([C@H](C)CO)C[C@@H]1C	5	-28	-3	16	1	10	2	-5
CC(O)/C=C/c1cccc[n+]1C (stereo not given)	-1	-4	-6	/	-2	2	-5	12
COc1ccc(Cn2c(=O)oc3ccccc32)cc1OC	-2	16	/	9	0	/	-8	8
CC(C)CC#Cc1ccc2c(c1)O[C@H](CN(C)C(=O)Cc1ccccc1)[C@H](C)CN([C@H](C)CO)S2(=O)=O	4	-21	-18	/	6	-7	10	-52
COc1cccc(CNC(=O)[C@H]2[C@H](CO)[C@H]3Cn4c(cccc4=O)[C@@H]2N3C(=O)C2CCC2)c1	-4	-12	-18	/	0	17	9	/
CC(=O)O[C@H]1C(=O)[C@@]2(C)C([C@H](OC(=O)c3ccccc3)[C@]3(O)C[C@H](OC(=O)[C@H](O)[C@@H](NC(=O)c4ccccc4)c4ccccc4)C(C)=C1C3(C)C)[C@]1(OC(C)=O)CO[C@@H]1C[C@H]2O (stereo not given in full)	1	0	4	/	1	-4	7	-11
COc1ccc(C(=O)COC(=O)c2ccc(NC(=O)c3ccccc3)cc2)cc1	4	-5	0	-4	4	/	/	8
CCCc1cn(CC[C@@H]2CC[C@H](NS(=O)(=O)c3ccccc3Cl)[C@@H](CO)O2)nn1	-5	3	4	-7	-3	10	-2	8
O=C(Nc1ccc(Br)cc1)C1C2C=CC3(O2)C1C(=O)N(CCN1CCCCC1)C3C(=O)NC1CCCCC1 (stereo not given)	-4	-7	-2	14	2	24	4	-2
O=C(OCC1CCC=CO1)C1CCC=CO1 (stereo not given)	1	1	-3	-6	0	/	/	-2
COCOCCn1cc(CN2CCS(=O)(=O)N(Cc3ccc(-c4cccc(CO)c4)cc3)C(C)C2=O)nn1 (stereo not given)	-4	4	/	-17	-1	6	-11	3
Cc1ccc(N(C)C(=O)N2CCN(S(=O)(=O)c3ccc4ccccc4c3)CC2)cc1	2	/	-2	/	-3	-29	/	-4
CCN(CC)c1ccc(C(=O)NNC(=O)C2CSC3(C)CCC(=O)N23)cc1 (stereo not given)	2	10	-15	-14	-1	/	-4	6
COc1ccc(C)c2sc(NC(=O)CCS(=O)(=O)c3ccccc3)nc12	8	-12	2	78*	-1	-3	-2	-2
CC=Cc1ccc2n(c1=O)C[C@H]1[C@H](CO)[C@@H](C(=O)NCC)N(Cc3ccccc3Cl)[C@@H]21 (mixture of isomers)	1	31	1	/	-1	2	-12	/
O=C(O)CC1(CC(=O)Nc2ccc3c(c2)C(=O)OC3)CCCCC1	21*	/	/	8	-1	29	-10	-1
C[C@@H]1CN([C@H](C)CO)S(=O)(=O)c2ccc(C#CCC3CCCC3)cc2O[C@@H]1CN(C)C	-1	-22	1	/	13	29	-16	-8
CCOc1cc(N2CCOCC2)c(OCC)cc1NC(=O)COC(=O)CCOc1ccc(C(C)(C)C)cc1	-2	-5	2	4	-8	8	2	-4
C[C@@H]1CN([C@H](C)CO)C(=O)c2cc(NC(=O)NC3CCCCC3)ccc2O[C@@H](C)CCCCO[C@@H]1CN(C)S(=O)(=O)c1cn(C)cn1	-1	/	4	12	5	21	11	-8
O=C1CSC(c2ccncc2)N1Cc1ccccc1 (stereo not given)	/	/	/	9	/	0	11	-6
O=C(O)CCCC(=O)Nc1cccc(-c2nc3ccccc3[nH]2)c1	-9	-2	5	/	-5	/	/	-2
CN(Cc1ccccc1)C(=O)c1ccc(NC(=O)c2ccccc2)cc1	-3	-12	-7	-13	-1	17	5	/
Cc1oc(=O)c(NC(=O)c2ccccc2)cc1C(C)O (stereo not given)	/	/	-4	-7	/	0	-9	/
COc1cc(/C=N/NC(=O)c2cc[n+]([O-])cc2)cc(OC)c1OC	-3	-3	2	-13	-3	7	4	5
CC(=O)N1CCN(S(=O)(=O)c2ccc(Cl)cc2F)CC1	2	12	-7	11	3	6	3	-12
O=c1c2c(-c3ccccc3)csc2ncn1/N=C/c1c2ccccc2cc2ccccc12	5	21	-2	/	0	4	-22	4
O=C(CCc1ccc(Oc2cc([N+](=O)[O-])cc([N+](=O)[O-])c2)cc1)N1CCCCCC1	1	/	9	7	-4	-73	/	/
C[C@H]1CCCCO[C@H](CN(C)C(=O)Cc2ccccc2)[C@@H](C)CN([C@@H](C)CO)C(=O)c2cc(NC(=O)NC3CCCCC3)ccc2O1	1	/	-11	24	-5	-10	-1	-16
O=C(Nc1ccccc1)Nc1ccc2c(c1)[C@@H]1C[C@@H](CC(=O)N3CCCCC3)O[C@H](CO)[C@@H]1O2	4	7	-7	0	0	14	-33	-15
CNC(=S)N1N=C(c2ccc(OC)cc2)CC1c1ccc(Cl)cc1Cl (stereo not given)	1	6	-7	-4	2	-1	20	-8
COc1ccc([N+](=O)[O-])cc1C(=O)NCCOc1ccc(Cl)cc1	-1	-7	1	-3	-2	-49	-19	-2
CCOC(=O)c1c(C)[nH]c(C)c1S(=O)(=O)NCCc1ccc(SC)cc1	2	-10	-3	-5	0	16	11	-1
COC(=O)[C@H](C)N(Cc1ccc(Cl)c(Cl)c1)S(=O)(=O)CCN1CCCC1	-6	-9	2	8	6	-21	7	-4
O=C(N1CCCCC1)N1CCN(S(=O)(=O)c2cccc([N+](=O)[O-])c2)CC1	3	-9	20	1	-1	-8	-6	-12
CCn1c(SCC(=O)N2CCc3ccccc3C2)nc2sc(C)c(C)c2c1=O	1	/	-2	-5	1	-9	-1	5

Limited to PAX8 reporter, ARNT TACC3 PPI and C2C12 statin (three entries from above):
SMILES,PAX8 reporter,ARNT TACC3 PPI,C2C12 statin
CCOC(=O)c1c(C)[nH]c(C)c1S(=O)(=O)NCCc1ccc(SC)cc1,-5,-3,-10
COC(=O)[C@H](C)N(Cc1ccc(Cl)c(Cl)c1)S(=O)(=O)CCN1CCCC1,8,2,-9
O=C(N1CCCCC1)N1CCN(S(=O)(=O)c2cccc([N+](=O)[O-])c2)CC1,1,20,-9

More entries follow:
SMILES	PglD DTNB	C2C12 statin	ARNT TACC3 PPI	PAX8 reporter	Cneo AK release	GSIS activator	LGR2 antag	PGC1a acetyl inh
Cc1cccc(S(=O)(=O)Nc2nc3ccccc3nc2NCc2ccc3c(c2)OCO3)c1	/	/	-2	11	/	-12	-2	/
C[C@@H]1CN([C@@H](C)CO)C(=O)c2cc(NC(=O)Nc3cccc4ccccc34)ccc2O[C@H]1CN(C)S(=O)(=O)c1ccccc1	-2	-38	/	8	8	0	2	4
C=CCOc1ccc(CN(C)CC(=O)Nc2ccccc2[N+](=O)[O-])cc1	/	-2	5	16	6	-20	2	-7
COc1c(C=O)cc2c3c1CCCN3CCC2	0	-4	-1	-5	5	7	14	8
C[C@@H]1CN([C@@H](C)CO)C(=O)Cc2cc(NS(=O)(=O)c3ccccc3)ccc2O[C@H]1CN(C)C(=O)Nc1ccc(C(F)(F)F)cc1	3	-4	-25	25	-3	-18	-14	-1
Cc1cc(NS(=O)(=O)c2ccc(NC(=O)/C=C/c3ccc(C)o3)cc2)nc(C)n1	/	/	9	14	/	17	?	4
CC(C)(C)OC(=O)CNC(=O)c1nc[nH]c1C(=O)NCC(=O)OC(C)(C)C	2	4	1	-6	3	-14	-16	3
C[C@@H]1CN([C@H](C)CO)C(=O)CCCn2cc(nn2)CO[C@H]1CN(C)Cc1ccc(-c2ccccc2)cc1	-1	5	1	/	59	3	-1	4
COc1cc(C(=O)Nc2ccc(N3CCCS3(=O)=O)cc2)c([N+](=O)[O-])cc1OC	-2	2	-6	0	-7	11	2	/
CC(C)C[C@@H](CSc1ccccc1)N1CCN(CC(C)C)CCC1=O	-1	-12	-4	-167	1	-35	-38	-11
CNC(=O)C1CCCN1S(=O)(=O)c1ccc(OC)cc1 (stereo not given)	-9	4	-4	/	1	/	/	2
Cc1ccc(-c2nnc(N3CCOCC3)c3ccccc23)cc1S(N)(=O)=O	-4	-3	5	16	3	1	-1	/
CC(=O)/C(N=Nc1ccc(C(=O)O)cc1)=C(\C)O	-2	/	-8	19	2	36	9	0
COC(=O)COc1cccc(NC(=O)c2cc(OC)cc(OC)c2)c1	-1	0	-4	4	-1	1	11	-2
CCCC(CCC(=O)Nc1cccc([N+](=O)[O-])c1)C(=O)O (stereo not given)	-1	-9	-3	7	4	17	5	-9
CC(C)/C(=N/Nc1ccccc1[N+](=O)[O-])c1ccccc1	0	13	6	16	1	5	-32	2
Nc1ccc(-n2nncc2-c2ccccc2)cc1	-1	24	3	/	-1	/	/	-8
COc1cccc(CNC(=O)COC(=O)C2CCN(c3ccc(C(F)(F)F)cn3)CC2)c1	1	3	/	-9	-5	-16	-7	/
COc1ccc(-n2c(N)c(C#N)c3ccc([N+](=O)[O-])cc3c2=O)cc1	/	/	-5	-45	/	4	-3	7
CCC(=O)c1ccc(OC(=O)c2ccc(Br)o2)cc1	-10	-3	-1	/	0	/	/	11
CC(NC(=O)CN1C(=O)NC2(CCCCCCC2)C1=O)c1ccccc1 (stereo not given)	-2	2	-7	5	2	-10	20	/
CCOc1ccc(NC(=O)c2ccccc2-c2ccccc2C(=O)O)cc1	-14	-3	-3	1	1	-19	-39	11
